# FEN1 inh: qHTS Assay for the Inhibitors of Human Flap endonuclease 1 (FEN1). Potency, µM (doses to about 114 µM), for the others: at the top dose activity change, negative = inhibition, hits mostly inhibitors. AID 588795, 2011. P39748. 390,000 tested, 0.35% active. Recombinant FEN1 flap cleavage, fluorescence, 15 min; note: nearly all actives have a fitted effect of over 65% in size
#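 Potency values derive from four-parameter Hill fits of normalized qHTS data. The reaction used 10 nM FEN1 preincubated 15 min at room temperature with compound, then 50 nM DNA substrate, read at 0 and 15 min.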
# N370S GC: qHTS Assay for Inhibitors and Activators of N370S glucocerebrosidase as a Potential Chaperone Treatment of Gaucher Disease; Lysosomal acid glucosylceramidase (Homo sapiens), P04062; N370S GC spleen homogenate, 4MU-glucoside fluorescence; Potency, µM (doses to about 59.4 µM), inactives show at the top dose activity change, negative = inhibition, most hits filed as inhibitors; 330,000 tested, 0.092% active; AID 2101, 2009;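 note: 0% = full enzyme activity and -100% = no enzyme basal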
# KAT2A inh: qHTS Assay for Inhibitors of GCN5L2. 390,000 tested, 0.21% active. GCN5L2 HAT assay, ThioGlo1 CoA-SH fluorescence. Potency, µM (highest dose often 58.9 µM), for the others: at the top dose activity change, negative = inhibition, actives largely listed as inhibitors. Histone acetyltransferase KAT2A (Homo sapiens), Q92830
# Target sequence (Q92830 whole entry, looked up): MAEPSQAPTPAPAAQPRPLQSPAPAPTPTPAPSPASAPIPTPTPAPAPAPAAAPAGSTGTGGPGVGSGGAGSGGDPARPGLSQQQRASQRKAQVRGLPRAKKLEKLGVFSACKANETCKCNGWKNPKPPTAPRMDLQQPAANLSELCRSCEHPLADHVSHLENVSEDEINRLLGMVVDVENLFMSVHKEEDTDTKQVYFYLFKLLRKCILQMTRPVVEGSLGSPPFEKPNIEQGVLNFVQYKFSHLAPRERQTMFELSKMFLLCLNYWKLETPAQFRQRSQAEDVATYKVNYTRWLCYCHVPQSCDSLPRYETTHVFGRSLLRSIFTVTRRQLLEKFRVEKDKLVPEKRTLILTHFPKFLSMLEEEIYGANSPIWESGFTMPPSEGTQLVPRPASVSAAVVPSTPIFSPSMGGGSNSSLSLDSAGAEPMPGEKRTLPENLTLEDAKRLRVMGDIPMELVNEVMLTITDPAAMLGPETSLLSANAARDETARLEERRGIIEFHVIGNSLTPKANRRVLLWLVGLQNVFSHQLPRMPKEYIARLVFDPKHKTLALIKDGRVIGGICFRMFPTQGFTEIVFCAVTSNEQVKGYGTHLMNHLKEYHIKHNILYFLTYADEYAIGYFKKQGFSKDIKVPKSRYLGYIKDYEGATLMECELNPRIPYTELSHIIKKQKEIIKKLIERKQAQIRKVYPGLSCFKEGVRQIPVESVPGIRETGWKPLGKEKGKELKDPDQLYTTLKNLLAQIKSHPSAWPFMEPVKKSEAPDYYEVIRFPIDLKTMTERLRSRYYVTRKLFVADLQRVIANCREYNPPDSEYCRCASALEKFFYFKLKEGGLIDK
#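 Free CoA generated was detected with ThioGlo1 (50uM) fluorescence at Ex340nm/Em540nm, read immediately and after 20 min at room temperature. Enzyme, 20 nM in HEPES pH 7.5 buffer, saw compounds 15 min before adding 75uM H3(1-25) peptide and 70uM acetyl-CoA.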
# Starred values were filed as active, the others as inactive; ? = inconclusive; / = not tested or not shown; & = joins results of further samples; [ ] = another dose, or the depositor's remark. Calls come from the whole dose curve; as a rule, active = well fitted curve in the direction sought with a large enough effect; inconclusive = small, poorly fitted or top-dose-only effect, or another doubt; inactive = no such curve, though single readings can be large; an effect the other way counts as inactive or inconclusive. Unless noted, % is set by controls: 0 for no effect and ±100 for the full control effect; potency is the fitted concentration of half-maximal effect.
SMILES	FEN1 inh	N370S GC	KAT2A inh
O=C(Cc1ccc(Br)cc1)OCC(=O)N1CCc2ccccc2C1	-6.7%	-2.4%	-2.1%
C/C(CC(=O)Nc1ccc([N+](=O)[O-])cc1)=N/NC(=O)C1C2CCCCC21 (stereo not given)	-16.7%	-0.6%	3.2%
O=C(CC1SC(N2CCOCC2)=NC1=O)Nc1ccc(Cl)c(C(F)(F)F)c1 (stereo not given)	3.8%	/	-6.0%
COc1cc(/C=C/C(=O)O)ccc1OS(=O)(=O)c1cc(C)ccc1C	-5.7%	-9.6%	-6.7%
CC(C)Cn1c(Cc2ccccc2)n[nH]c1=S	5.1%	4.6%	-3.3%
COc1ccc(CNC(=O)COc2cc3c(c4oc(=O)cc(C)c24)CCC(C)(C)O3)cc1OC	-3.2%	8.7%	-21.5%
COc1ccc(OCC(=O)Nc2cc(S(=O)(=O)N3CCCCC3)ccc2OC)cc1	3.0%	-11.0%	-6.0%
O=C(CC(c1ccccc1)c1ccccc1)NCCOCc1ccccc1	-3.4%	-15.8%	-3.7%
CCOC(=O)C1CCCN(C(=O)Cc2ccc(C)cc2)C1 (stereo not given)	25.5%	-2.3%	0.0%
Cc1cccc(C(=O)OCC(=O)Nc2ccc3c(c2)OCCO3)c1O	-10.0%	/	-4.5%
O=C(NCc1nc2ccccc2[nH]1)c1cc2ccccc2oc1=O	-2.9%	-18.1%	-19.6%
O=C1C(=O)N(Cc2cccs2)c2ccccc21	1.3%	-18.2%	-9.1%
C=CCn1c(SCCOc2ccc(OC)cc2)nnc1C(C)NC(=O)Cc1ccc(OC)cc1 (stereo not given)	-8.2%	22.9%	-14.2%[0.501 µM]
Cc1cc(C)nc(SCc2nnc(SCC(N)=O)o2)n1	-2.0%	0.6%	-22.1%
Cc1ccc(CN2C3=NC(=O)CN3c3ccccc32)cc1	2.3%	2.4%	/
Cc1cccc(N(C)C(=O)c2cc3c(=O)oc4ccc(C)cc4c3s2)c1	3.1%	/	-1.5%
CCOC(=O)C1C(c2ccc(O)c(OC)c2)NC(=O)NC1(O)C(F)(F)F (stereo not given)	-9.7%	3.2%	-7.9%
Cc1cc(C)cc(N(CC(=O)O)S(=O)(=O)c2c(C)noc2C)c1	-13.6%	-2.2%	-2.6%
Cc1ccc(S(=O)(=O)N2CCOCC2)cc1C(=O)OCC(=O)NC1CCCC1	-19.2%	/	-3.6%
O=C(Nc1ccccc1)Nc1cccc2nsnc12	5.6%	9.2%	-2.7%
CC(C)(C)Nc1nc(Cl)nc(N(C#N)CN2C(=O)c3ccccc3S2(=O)=O)n1	-2.5%	?	1.9%
CCOC(=O)c1c(NC(=S)Nc2ccc(OC)cc2)sc2c1CCC2	-18.3%	5.8%	-2.6%
O=C(Nc1ccc2c(c1)OCO2)C(c1ccccc1)N1CCC2(CC1)OCCO2 (stereo not given)	-7.6%	-14.3%	1.2%
Cc1ccc(C2CC(=O)Oc3c(C(C)C)ccc(C)c32)cc1 (stereo not given)	/	-6.1%[89.1 µM]	-15.8%[88.6 µM]
O=C(Nc1cccc(Cl)c1)c1nc[nH]c1C(=O)N1CCc2ccccc2C1	-1.9%	/	?
CC(=O)Nc1ccc(S(=O)(=O)n2cnc(C)c2)cc1	-11.9%	2.9%	2.5%
Cc1cccc(C)c1NC(=O)CSc1nnc(-c2cnccn2)n1C	-2.0%	?	2.8%
CN(C)C(=O)CCSc1nnc(-c2ccco2)o1	6.5%	-5.3%	-8.9%
Cc1cccc(N2CC(c3nc4ccccc4n3C)CC2=O)c1C (stereo not given)	0.9%	3.2%	0.8%
CCOc1ccc(N2CC(NC(=O)CCc3ccccc3)CC2=O)cc1 (stereo not given)	-2.3%	/	-2.7%
CCN1CCCC1CNC(=O)c1ccc2c(c1)NC(=O)/C(=C\c1ccc(C)cc1)S2 (stereo not given)	?	?	-6.4%
CCOC(=O)CSc1nc2c(c(=O)n(Cc3ccccc3Cl)c(=O)n2C)n1C	-11.4%	8.2%	0.2%
O=C(N/N=C/c1c[nH]c2ccc(Br)cc12)c1ccc2c(c1)OCO2	-23.3%	6.3%	-11.7%
O=C(O)CSc1nnc(-c2ccc(Cl)cc2)n1-c1ccccc1	/	-11.5%	-11.7%
Cn1cccc1C1Nc2ccccc2NC2=C1C(=O)CC(C)(C)C2 (stereo not given)	4.6%	-4.8%	1.2%
COCC(=O)n1nc(-c2ccccc2)nc1NCc1ccc(F)cc1	-20.2%	2.0%	-5.7%
Nc1cc(OCC(F)(F)F)cc([N+](=O)[O-])c1	2.0%	3.0%	0.0%
COc1ccc(NC(=O)Cn2c(=O)n(CC3CCCO3)c(=O)c3cc(OC)c(OC)cc32)cc1OC (stereo not given)	8.8%	4.5%	-0.8%
Cc1ccc2nc(C3CCN(C(=O)NCc4ccccc4)CC3)[nH]c2c1	-4.7%	3.8%	2.5%
CCN(Cc1nc2cc(Cl)ccc2c(=O)[nH]1)C(=O)CN1C(=O)NC2(CCCCC2C)C1=O (stereo not given)	1.0%	-4.6%	3.4%

# Full records as entered above:
# Cn1cccc1C1Nc2ccccc2NC2=C1C(=O)CC(C)(C)C2 (stereo not given) is listed as FEN1 inh = 4.6%; N370S GC = -4.8%; KAT2A inh = 1.2%
# Cc1ccc2nc(C3CCN(C(=O)NCc4ccccc4)CC3)[nH]c2c1 is listed as FEN1 inh = -4.7%; N370S GC = 3.8%; KAT2A inh = 2.5%

# (continued)
SMILES	FEN1 inh	N370S GC	KAT2A inh
CC(C)OC(=O)Nc1ccc2c(c1)N(C(=O)N1CCN(C)CC1)c1ccccc1CC2	-8.3%	-4.4%	1.0%
COc1cc(OC)cc(C(=O)N2CCC(c3ccncc3)CC2)c1	17.7%	/	1.9%
Cc1ccc(-n2nc(C(=O)N3CCN(c4cc(Cl)ccc4C)CC3)c3c4ccccc4n(C)c3c2=O)cc1	6.0%	/	-7.8%
Cn1cc(C(=O)C(F)(F)F)c2ccccc21	-1.0%	-31.5%	0.5%
Nn1c(Cc2ccccc2)nc2sc3c(c2c1=O)CCC3	-2.6%	-1.8%	-7.3%
CCOC(=O)c1cc(-c2ccccc2)n(-c2cccc(C(=O)Nc3ccc(F)c(F)c3)c2)c1C	-23.0%	/	-2.1%
CCO[C@H]1OC(C(=O)N2CCN(Cc3ccccc3)CC2)=C[C@@H](c2ccc(C(F)(F)F)cc2)[C@@H]1CCCO	-3.8%	-15.2%	0.0%
CCCCCC(N)=O	10.3%	9.6%	-4.4%&-1.3%
CC(=O)/C(=N/Nc1cccc(Cl)c1)Sc1nnc(C(O)c2ccccc2)n1-c1ccccc1 (stereo not given)	20.9%	3.8%	0.6%
CCCCn1nc(C(=O)Nc2ccc3c(c2)OCO3)c2ccccc2c1=O	-0.5%	/	-3.5%

# The final 4 records of the part before come first, to join the parts:
SMILES	FEN1 inh	N370S GC	KAT2A inh
CCO[C@H]1OC(C(=O)N2CCN(Cc3ccccc3)CC2)=C[C@@H](c2ccc(C(F)(F)F)cc2)[C@@H]1CCCO	-3.8%	-15.2%	0.0%
CCCCCC(N)=O	10.3%	9.6%	-4.4%&-1.3%
CC(=O)/C(=N/Nc1cccc(Cl)c1)Sc1nnc(C(O)c2ccccc2)n1-c1ccccc1 (stereo not given)	20.9%	3.8%	0.6%
CCCCn1nc(C(=O)Nc2ccc3c(c2)OCO3)c2ccccc2c1=O	-0.5%	/	-3.5%
O=C(O)c1cccc(Nc2nc(-c3cccnc3)nc3ccccc23)c1	-7.6%	?	-5.1%
Cc1[nH]n(-c2ccccc2)c(=O)c1/C=N/N1CCOCC1	-20.8%	-3.3%	-3.1%
CCOc1cc(-c2nn3cnnc3s2)cc(OCC)c1OCC	3.4%	-15.7%	-7.4%
Cc1cc(C(=O)COC(=O)C2=COCCO2)c(C)n1-c1ccccc1	2.2%	/	-13.1%
CCOC(=O)c1c(NC(=O)CSc2nnc(-c3ccco3)o2)sc(C(C)=O)c1C	-21.6%	13.1%	/
COc1cc(C(=O)Nc2ccc3nc(SCc4ccccc4)sc3c2)cc(OC)c1OC	-8.8%	/	-12.9%
C=CC[C@H](CC(=O)N[C@H](CO)Cc1ccccc1)C(=O)N[C@H](COC(=O)[C@H](CC=C)CC(=O)OC(C)(C)C)Cc1c[nH]c2ccccc12	14.1%	/	-1.9%
Cc1ccc(N2CC(NC(=O)Cc3cccs3)CC2=O)cc1C (stereo not given)	-7.7%	/	3.7%
CCNC(=O)N(C)C[C@H]1N[C@@](CC)(C(=O)OC)[C@H]2C(=O)N(Cc3ccccc3)C(=O)[C@@H]12	-7.6%	/	-0.2%
Cc1ccc(CN2C(=O)c3ccccc3NC23CCN(Cc2ccccc2)CC3)cc1	-15.5%	-20.2%	-10.8%
COc1ccc(NC(=O)CN2C(=O)CC(C)S(=O)(=O)c3ccccc32)cc1 (stereo not given)	3.7%	?	-24.4%
Cc1ccc(-c2cc(-c3ccccc3Cl)c(C#N)c(N)n2)o1	-22.0%	?	?
CCC(C)NC(=O)CCCn1c(=O)c2cccn2c2ccccc21 (stereo not given)	7.1%	/	-14.3%
O=C1C(=C2CCCCC2)SC(=S)N1Cc1ccco1	-5.5%	0.8%	-7.0%
Cc1ccc(-c2nc(CS(=O)CC(=O)NCCCN3CC(C)CC(C)C3)c(C)o2)cc1 (stereo not given)	-2.5%	-6.3%	-11.2%
CCCCC(OC(=O)CN1C(=O)COc2ccccc21)C(=O)NC1CCCCC1 (stereo not given)	-0.6%	-1.6%	0.0%
O=C(NCc1ccc(F)cc1)C(=O)NCC(c1ccco1)S(=O)(=O)c1cccs1 (stereo not given)	-0.2%	/	-3.7%
CC(=O)N1CCCc2cc(S(=O)(=O)N(C)CC(=O)Nc3ccc(C(C)C)cc3)ccc21	-2.5%	/	-8.3%
COc1ccc(NC(=O)/C=C/c2cccc(C(F)(F)F)c2)cn1	-0.7%	-6.4%	-5.7%
COC(=O)C1=CN(Cc2ccc(OC)cc2)C=C(C(=O)OC)C1c1ccsc1	-2.8%	?	-16.5%
O=C(Nc1nccs1)c1cccnc1Cl	15.3%	-9.8%	1.5%
CCN(CC)CCOc1cc2c(nn1)Oc1ccccc1N2C	-18.5%	-8.0%	-6.4%
O=C(O)c1ccccc1NS(=O)(=O)c1ccc(NNC(=S)Nc2ccc(OC(F)F)cc2)c([N+](=O)[O-])c1	?	?	22.4µM*
O=C(NCCc1nc2ccccc2n1CCOc1ccc(Cl)cc1)C1CCCCC1	4.5%	/	-3.6%
CCOc1cc(-c2nnc(-c3ccco3)o2)cc(OCC)c1OCC	-4.0%	2.1%	-11.2%
COc1ccc(CCNC(=O)COC(=O)/C=C/c2ccc(OCC#N)c(OC)c2)cc1OC	12.8%	-8.7%	-0.2%
Cc1ccc(CCNC(=O)c2cc3c(=O)n(C)c4ccccc4c3n2C)cc1	-13.6%	/	-3.7%
COc1ccc(/C=N/N2C(=O)CSC2=S)cc1	0.0%	4.9%	/
CCN(C(=O)C1CCCN(c2ncnc3c2nc2n3CCCCC2)C1)c1cccc(C)c1 (stereo not given)	-2.6%	/	-2.5%
CCC(Oc1ccc(C)cc1)C(=O)Nc1ccc2c(c1)n(C)c(=O)n2C (stereo not given)	-3.4%	-14.8%	-14.3%
CC(=O)CC(=O)Nc1ccc(Nc2ccccc2)cc1	-22.0%	-12.7%	-4.5%
CNC(=S)NNC(=O)c1cccc(C(F)(F)F)c1	0.2%	2.9%	-2.1%
CCOC(=O)c1sc2nc(C)nc(SCC(=O)N(CC)C3CCS(=O)(=O)C3)c2c1C (stereo not given)	4.6%	-1.3%	2.9%
CCOCCCN1C(=O)CN(C2CCC(C)CC2)C(=O)C1c1ccc(C)cc1 (stereo not given)	-1.0%	4.4%	-11.5%
O=C1C2C3C=CC(C3)C2C(=O)N1CCC(=O)N1CCc2ccccc21 (stereo not given)	6.7%	10.3%	1.5%
CC(=O)c1cccc(S(=O)(=O)Nc2cccnc2)c1	15.1%	-3.2%	-3.2%
COc1cc(Cl)c(C)cc1NC(=O)CCc1nc2cccnc2n1Cc1cccs1	-6.5%	/	-14.6%
CN1C(=O)CCC1(O)c1ccccc1 (stereo not given)	-1.9%	1.5%	-0.1%
COCCCn1c(C)cc(C(=O)COC(=O)C23CC4CC(CC(O)(C4)C2)C3)c1C	4.8%	1.1%	0.9%
CC(C)c1cc(NC(=O)C(C)(C)C)cc(C(C)C)c1O	-2.7%	3.1%	4.5%

# Not all compounds are listed, so the mix of outcomes need not match the whole.
